Compound activity deposited in PubChem BioAssay by National Center for Advancing Translational Sciences (NCATS).
EPAC1 agonist: activates human EPAC1 exchange factor | O95398 | EPAC1 agonist qHTS, biochemical assay; response scale: 100% = response to 6.5 mM cAMP | Potency, µM (doses to about 154 µM), without a hit: top-dose activation, hits mostly activators | 360,000 tested, 0.073% active; also: potency is read from the fitted curve at half-maximal effect; nearly all actives have a fitted effect of over 60% in size
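Read-out is the fluorescence drop as BODIPY-GDP leaves Rap1B (480 nm excitation, 540 nm emission), recorded every 5 minutes over 30 minutes. Reactions held 100 nM EPAC1, 250 nM Rap1B–BODIPY-GDP and 50 uM GDP, with 6.5 mM cAMP setting full activation.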
PLK1 PBD inh: inhibitors of human PLK1 polo-box domain binding; Plk1 PBD binding of FITC phosphopeptide, fluorescence polarization; 360,000 tested, 2.8% active; AID 720504; Potency, µM, without a hit: max response, negative = inhibition, actives largely listed as inhibitors; also: potency is read from the fitted curve at half-maximal effect; series mostly up to about 57 µM; % is scaled to controls: 0 for no effect and ±100 for the full control effect; nearly all actives have a fitted effect of over 65% in size
GLP1R inv ag: inverse agonists of human GLP-1 receptor; HEK293 GLP-1R CRE-luciferase, luminescence, 24 h; GLP-1R form is constitutively active; P43220; 410,000 tested, 1.6% active; Potency, µM (series often up to 38.3 µM), for inactives: at the highest dose activity change, negative = inhibition, actives largely listed as inhibitors; AID 624417; also: potency is read from the fitted curve at half-maximal effect; % is scaled to controls: 0 for no effect and ±100 for the full control effect; nearly all actives have a fitted effect of over 55% in size
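HEK293 cells stably co-expressing constitutively active GLP-1R and a cAMP-responsive luciferase reporter were seeded in DMEM with 10% Nu serum, given compounds after 12 h, and incubated 24 h at 37 deg C. Luminescence was then read.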
EPAC1 antag: EPAC1 (human) antagonism. O95398. EPAC1 GEF assay, Rap1b-BODIPY-GDP exchange fluorescence. Potency, µM (titrated, usually from 115 µM), without a hit: at the highest dose activity change, negative = inhibition, usual class: inhibitors. 360,000 tested, 0.14% active;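 also: potency is read from the fitted curve at half-maximal effect; plate controls were vehicle for no effect and positive control for full effect; nearly all actives have a fitted effect of over 50% in size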
GLP1R cytotox: cytotoxicity in counter-screen for GLP-1R inverse agonists. HEK293 cAMP-luciferase reporter cells, luminescence, 24 h. Potency, µM (top dose mostly 38.3 µM), for inactives: at the highest dose activity change, negative = inhibition, actives largely listed as inhibitors. 410,000 tested, 0.13% active. AID 624418;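 also: loss of luciferase light is scored as toxicity; potency is read from the fitted curve at half-maximal effect; % is scaled to controls: 0 for no effect and ±100 for the full control effect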
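Luminescence readout: signal drop marks cytotoxicity. Plated cells grew 12 h at 37 °C, 5% CO2, received 23 nL compound for 24 h, then got luciferase reagent, read after 12 min at RT.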
PTHR1 ag: PTHR1 (human) receptor agonism | Q03431 | HEK293 GP2 PTHR1 cells, GloSensor cAMP luminescence, 1 h | Potency, µM (series often up to 115 µM), without a hit: at the highest dose activation, most hits filed as activators | 410,000 tested, 0.075% active | AID 743266; also: potency is read from the fitted curve at half-maximal effect; nearly all actives have a fitted effect of over 55% in size; some results filed as inactive show a strong effect at the top dose; inactives centre near -15; many of its hits are not listed in these tables
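HEK-293-derived GP2 cells expressing PTHR1 and a GloSensor cAMP reporter, 3,000/well, plated overnight, given luciferin plus IBMX (each 0.5 mM as added) for 1 h at 37 °C, then compound for 1 h at 37 °C. Luminescence was read after 15 min at room temperature.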
PI5P4Ka inh: blocks human PI5P4K alpha kinase activity. max response, %. AID 652105. PI5P4Kalpha enzyme, ADP-Glo luminescence, 60 min; stronger effect = lower value. 330,000 tested, 1.2% active; active = max response of -50% or lower; inconclusive = between -30% and -50%; inactive = -30% or higher; also: value at the top dose of about 77 µM; % is scaled to controls: 0 for no effect and ±100 for the full control effect
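Controls without substrate or without enzyme flank wells where PI5P4Kalpha converts substrate using 5 microM ATP (final). Incubation lasts 60 minutes at room temperature; ADP formed is read by ADP-Glo luminescence.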
GLP-1R agonist: activates the human GLP-1 receptor; P43220; HEK293 GLP-1R CRE-luciferase, luminescence, 4-6 h; cells express a hypersensitive GLP-1R form; Potency, µM (series often up to 45.6 µM), for the others: at the top dose activation, most hits filed as activators; 380,000 tested, 0.007% active; AID 624172; also: potency is read from the fitted curve at half-maximal effect; % of control where 0% means no effect
IL2 activator: activates IL-2 in a cell-based reporter assay; IL-2 activation reporter assay, cell-based qHTS; stimulated with anti-CD3/CD4/CD28 beads; in transgenic mouse T cells; activation, % (series mostly up to about 46 µM); 360,000 tested, 0.065% active; in the data active = activation above about 50%; inconclusive = mostly about 30% to 49%; also: 0% is about no effect
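Unstimulated transgenic mouse T cells preincubated 60 min with compound, then stimulated with anti-CD3/anti-CD4-coated beads plus anti-CD28 for 18 h at 37 degrees C. IL-2 response read as EGFP and DsRed fluorescence by plate cytometry.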
* marks the source's active call; other numbers are inactive results; i = inactive; ? = inconclusive; . = not tested or not shown; [ ] = remark or other dose. Unless noted, calls follow the shape of the dose curve; as a rule, active = well fitted curve in the direction sought with a large enough effect; inconclusive = small, poorly fitted or top-dose-only effect, or another doubt; inactive = no such curve, though single readings can be large; an effect the other way counts as inactive or inconclusive.

SMILES	EPAC1 agonist	PLK1 PBD inh	GLP1R inv ag	EPAC1 antag	GLP1R cytotox	PTHR1 ag	PI5P4Ka inh	GLP-1R agonist	IL2 activator
CCn1c(CNC(=O)c2ccc(F)cc2)cc2ccccc21	-6%	-4%	-5%	-7%	8%	-24%	1	-6%	-1.4
O=C(NC1CC1)C1CCN(C2CCN(C(=O)Cc3ccc(F)cc3)CC2)CC1	-2%	-5%	-24%	21%	4%	i	7	6%	1.3
COc1ccc(CN(C)C(=O)c2cccc(S(=O)(=O)N3CCc4ccccc43)c2)c(OC)c1	3%	5%	?	5%	-11%	-90%[inhibitor]	11	-4%	0.6
Cn1c(=NC(=O)c2ccccc2[N+](=O)[O-])sc2cc(S(C)(=O)=O)ccc21	-7%	3%	0%	1%	-3%	i	52	2%	-0.5
CCn1c(SCC(=O)c2ccc(Br)cc2)nnc1C(C)NC(=O)Cc1ccc(OC)cc1 (stereo not drawn)	5%	-9%	-2%	-2%	2%	i	.	-14%	0.3
Cc1cccc(OCCC(=O)NCC(c2ccco2)N2CCCCC2)c1 (stereo not drawn)	5%	-2%	?	3%	-20%	i	-4	-8%	-3.2
Cc1ccc(-c2cc(C(=O)N/N=C/c3ccc(Cl)cc3)n[nH]2)o1	-8%	-13%	?	-10%	-10%	-7%	-14	-1%	-0.1
CC(=O)c1c(C)[nH]c(C(=O)N2CCCC(C)C2)c1C (stereo not drawn)	6%	-2%	-3%	14%	3%	i	0	-2%	-4.4
Cc1ccccc1NC1=C(Cl)C(=O)OC1OC(=O)c1ccco1 (stereo not drawn)	-8%	-21%	-7%	-3%	-25%	i	.	-3%	-1.9
COc1ccc(CNC(=O)c2ccc[nH]2)cc1	2%	-6%	15%	-3%	15%	i	3	0%	-2.0
CCOC(=O)N1CCC(NS(=O)(=O)c2ccc(C)cc2)CC1	-4%	-2%	?	5%	1%	-13%	3	-2%	-5.7
Cn1cc(C(=O)N/N=C/c2c(O)ccc3ccccc23)ccc1=O	-1%	14%	3.2µM*	1%	53%[activator]	i	5	0%	3.5
CCCCCC1CC(CC(=O)Nc2nncs2)C(=O)O1 (stereo not drawn)	-4%	-4%	-3%	4%	-5%	i	1	0%	-0.4
O=C(CSc1nc2ccccc2o1)N/N=C/c1ccccc1C(=O)O	7%	27µM*	0%	-22%	-1%	-6%	-3	-1%	-0.7
Cc1ccc(C2(c3noc(CN(C)CC4CCCCO4)n3)CCCC2)cc1 (stereo not drawn)	5%	6%	?	7%	-2%	-44%[inhibitor]	7	2%	0.0
O=C(NCC1(N2CCCCC2)CCCCC1)c1ccc(S(=O)(=O)N2CCCC2)cc1	14%	-2%	?	1%	-1%	6%	2	11%	2.3
CSCC[C@H](NC(=O)OC(C)(C)C)C(=O)N1CCC(C(=O)N[C@@H](C)C(=O)NC(C)c2ccccc2)CC1 (stereo partly drawn)	-12%	4%	13%	0%	2%	-7%	4	-4%	0.4
CC1=C(C(=O)N(C(C)C)C(C)C)CC(CC(=O)NC2CC2)C(=O)N1CCC1=CCCCC1 (stereo not drawn)	-1%	-4%	26%	13%	2%	-17%	3	2%	-0.6
Cn1c(/C(C#N)=C/c2ccc(-c3ccc(S(N)(=O)=O)cc3)o2)nc2ccccc21	?	?	15%	16%	13%	-46%[inhibitor]	-16	-1%	20
O=C(NC1CCCCC1)C(Cc1ccccc1)N1C(=O)C2C3CCC(C3)C2C1=O (stereo not drawn)	6%	0%	?	-3%	-17%	i	.	1%	2.0
Cc1ccc(NC(=O)C2CC2C)c(Cl)c1 (stereo not drawn)	-5%	-4%	-6%	-8%	11%	0%	4	2%	3.5
O=C(Cn1nnc(-c2ccccc2)n1)Nc1cccc(S(=O)(=O)N2CCOCC2)c1	9%	-1%	?	3%	4%	-36%[inhibitor]	-1	-6%	-3.8
O=C(c1cccc(F)c1)N1C2C=CC(C2)C1(C(F)(F)F)C(F)(F)F (stereo not drawn)	2%	-8%	?	-7%	-4%	-33%[inhibitor][57.5 µM]	2	0%	0.4
O=C(COc1ccc(S(=O)(=O)N2CCOCC2)cc1Cl)NC1CCCCC1	7%	-10%	-20%	-10%	-3%	-12%	4	-2%	-4.1
CC(C)c1nnc(NC(=O)C2CCN(S(=O)(=O)c3ccc(-n4cnnn4)cc3)CC2)s1	3%	-6%	2%	0%	0%	-1%	-2	5%	-0.5
Cc1csc2nc(-c3ccc(NS(=O)(=O)c4cccc(F)c4)cc3)cn12	.	.	15%	.	1%	i	.	3%	.
CC(C)(C)NS(=O)(=O)c1ccc2nc(NC(=O)Cc3cccs3)sc2c1	8%	-10%	?	0%	?	i	-23	7%	0.4
Cc1oc2cc(O)ccc2c(=O)c1-c1cnn(-c2ccccc2)c1	7%	-7%	-21%	-2%	-14%	-15%	0	0%	1.2
CC(C)[C@H](NC(=O)[C@@H]1Cc2ccccc2CN1)C(=O)Nc1ccc2c(c1)OCCO2	16%	-8%	-16%	9%	-1%	-7%	4	0%	-2.4
COc1ccc(C=CC(=O)c2ccc(OC)c(OC)c2O)cc1OC	7%	-9%	-13%	-10%	-15%	-24%	-1	8%	-1.0
O=C(CCc1nc(-c2ccccc2)no1)NCCc1ccccc1	-2%	0%	0%	-1%	-8%	i	.	13%	1.9
CCOc1ccc2nc(SCC(=O)NC(=O)C(C)C)sc2c1	-3%	-13%	3%	-5%	7%	i	-14	5%	-3.4
COc1ccc(-n2c(SCC(=O)N/N=C/c3ccccc3OCC(=O)O)nc3ccccc3c2=O)cc1	-8%	-3%	2%	-25%	-3%	i	-12	-5%	-2.0
COc1cc2[nH]ccc(=O)c2cc1OC	-21%	-1%	5%	12%	-7%	-22%	2	0%	0.9
Cc1cc(C)n2c(SCc3nnc(-c4cccs4)o3)nnc2n1	-1%	?	?	-10%	-1%	27%	-4	6%	3.5
Cc1cc2ccccc2c(=O)n1CC(=O)NCC(=O)N1CCCC(C)C1 (stereo not drawn)	-10%	-1%	0%	14%	-12%	i	-1	-3%	-1.7
COc1ccc(NC(=O)COc2ccc(C(=O)OCC(=O)N(C)C3CCS(=O)(=O)C3)cc2OC)cc1 (stereo not drawn)	3%	-1%	2%	-15%	6%	i	-2	5%	-1.8
COc1ccccc1NC(=O)Nc1nn(C)c2cccc(OC)c12	-2%	10%	19%	-8%	-7%	i	-1	9%	1.6
CCN(CCCNC(=O)c1c(C)cc(=O)oc1C)c1cccc(C)c1	4%	-7%	3%	4%	6%	i	.	6%	-2.3
Cn1c(=O)oc2cc(S(=O)(=O)Nc3cccc4c3CCCC4)ccc21	-7%	10%	?	?	-4%	-22%	0	12%	-1.1
S=c1[nH]nc(-c2ccccn2)n1/N=C/c1ccc(Cl)c(Cl)c1	2%	?	6%	5%	3%	i	0	1%	-0.5
Cc1ccc(S(=O)(=O)Nc2nncs2)cc1	9%	-21%	-6%	-5%	-11%	-14%[57.5 µM]	.	-4%	-0.6
CN(N)c1nc(-c2ccccc2)cc(-c2ccccc2)n1	19%	-1%	4%	-6%	-9%	-24%	11	0%	-0.7
Cc1cc(OCCN2CCCC2)cc(C(C)C)c1	-3%	-8%	-24%	7%	-1%	i	-6	7%	0.2
Cc1ccc(Cl)c(OCCCN(C)Cc2ccccc2)c1	4%	-12%	?	4%	-8%	-14%	-8	10%	-3.3
O=C(O)C(NS(=O)(=O)c1ccc(F)cc1)c1ccccc1 (stereo not drawn)	1%	-4%	2%	2%	1%	-1%	0	3%	-3.0
Cc1nn(-c2ccc(N3CCOCC3)nn2)c(C)c1CCC(=O)Nc1ccccc1	-6%	4%	42%	4%	-1%	i	1	3%	-1.3
COc1ccc(CCN=C(N)Nc2nc(C)cc(C)n2)cc1	1%	1%	-11%	-27%	-16%	i	0	-1%	-1.0
CCOC(=O)C1CCN(C(=O)c2sc3nc(-c4ccc(F)cc4)cn3c2C)CC1	0%	-10%	17%	-5%	-9%	-40%[inhibitor]	-7	2%	-0.4
Cc1nc(NC(=O)CSc2nnc(C3CC3)n2C)sc1C(=O)N(C)C	7%	4%	4%	15%	-9%	i	-3	-6%	-3.0
CCN1CCN(Cc2c(O)ccc3c(C)cc(=O)oc23)CC1	-5%	3%	-6%	14%	42%[activator]	i	-6	-5%	0.0
CCCn1c(SCC(=O)OCc2ccccc2)nc2c1c(=O)n(C)c(=O)n2C	6%	-2%	0%	7%	2%	i	.	22%	-1.6
CN(C(=O)c1cccc(NC(=O)Cc2ccc(NC(=O)C3CCN(C(=O)C4CCC4)CC3)cc2)c1)C1CCC1	-8%	-4%	6%	3%	-6%	-3%	4	6%	-0.2
N#Cc1ccc(OCC(O)CN2CCC(C(O)(c3ccccc3)c3ccccc3)CC2)cc1 (stereo not drawn)	-3%	-11%	?	-28%	-8%	i	-4	0%	-3.9
CCn1c(SCc2ccccc2)nnc1C1CCCCC1	-2%	0%	4µM*	-18%	1%	-7%	2	13%	2.3
CCOc1c(OC(C)=O)ccc(/C=C/c2ccc3cccc(OC)c3n2)c1[N+](=O)[O-]	-13%	2%	?	-13%	-14%	i	10	-23%	-1.2

Entries shown so far with a thiophene ring, fused or not (2):
SMILES	EPAC1 agonist	PLK1 PBD inh	GLP1R inv ag	EPAC1 antag	GLP1R cytotox	PTHR1 ag	PI5P4Ka inh	GLP-1R agonist	IL2 activator
CC(C)(C)NS(=O)(=O)c1ccc2nc(NC(=O)Cc3cccs3)sc2c1	8%	-10%	?	0%	?	i	-23	7%	0.4
Cc1cc(C)n2c(SCc3nnc(-c4cccs4)o3)nnc2n1	-1%	?	?	-10%	-1%	27%	-4	6%	3.5

These rows are one share of the data. The share of hits here may be higher or lower than overall.
